Screens: PubChem BioAssay, National Center for Advancing Translational Sciences (NCATS)
Pol beta inh = blocks human DNA polymerase beta activity; P06746; Pol beta primer extension/strand displacement, fluorescence kinetic; Potency, µM (highest dose often 114 µM), for inactives: at the highest dose activity change, negative = inhibition, usual class: inhibitors; 340,000 tested, 1.3% active; AID 485314; further: on the % scale 0 is the no-effect control and ±100 the full control effect
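Curves were derived by four-parameter Hill fits of normalized qHTS data. The kinetic fluorescent primer-extension read was taken at 0 and 10 min after 50 nM substrate, following a 15 min room-temperature preincubation of 10 nM enzyme with compounds.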
JMJD2A Tudor = JMJD2A Tudor domain (human) inhibition | AlphaScreen JMJD2A-Tudor / H3K4me3 peptide binding | O75164 | 390,000 tested, 4.4% active | Potency, µM (doses to about 114 µM), without a hit: at the top dose activity change, negative = inhibition, hits mostly inhibitors; further: on the % scale 0 is the no-effect control and ±100 the full control effect; nearly all actives have a fitted effect of over 50% in size
BLM helicase inh = blocks DNA unwinding by human BLM helicase; recombinant BLM DNA unwinding, fluorescence dequenching; Potency, µM (doses to about 56.1 µM), for the others: top-dose activity change, negative = inhibition, hits mostly inhibitors; 350,000 tested, 0.2% active;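 further: plate controls were vehicle for no effect and no enzyme for full effect; nearly all actives have a fitted effect of over 35% in size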
Pol iota inh = DNA polymerase iota (human) inhibition; Pol iota fluorescent replication assay, 10 min; 390,000 tested, 1% active; Q9UNA4; Potency, µM (highest dose often 115 µM), for the others: at the top dose activity, negative = inhibition, actives largely listed as inhibitors; AID 588590
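Fluorescent replication assay read twice, at 0 min and 10 min after adding 50 nM (final) substrate. Enzyme (10 nM) and compounds were first incubated 15 min at room temperature; enzyme-free buffer wells were negative controls.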
POLH inh = inhibitors of human DNA polymerase eta. recombinant Pol eta, fluorescent DNA replication assay. Potency, µM (titrated, usually from 114 µM), for the others: top-dose activity change, negative = inhibition, most hits filed as inhibitors. 390,000 tested, 1.2% active. Q9Y253. AID 588591; further: on the % scale 0 is the no-effect control and ±100 the full control effect
Target sequence (Q9Y253 whole entry, looked up): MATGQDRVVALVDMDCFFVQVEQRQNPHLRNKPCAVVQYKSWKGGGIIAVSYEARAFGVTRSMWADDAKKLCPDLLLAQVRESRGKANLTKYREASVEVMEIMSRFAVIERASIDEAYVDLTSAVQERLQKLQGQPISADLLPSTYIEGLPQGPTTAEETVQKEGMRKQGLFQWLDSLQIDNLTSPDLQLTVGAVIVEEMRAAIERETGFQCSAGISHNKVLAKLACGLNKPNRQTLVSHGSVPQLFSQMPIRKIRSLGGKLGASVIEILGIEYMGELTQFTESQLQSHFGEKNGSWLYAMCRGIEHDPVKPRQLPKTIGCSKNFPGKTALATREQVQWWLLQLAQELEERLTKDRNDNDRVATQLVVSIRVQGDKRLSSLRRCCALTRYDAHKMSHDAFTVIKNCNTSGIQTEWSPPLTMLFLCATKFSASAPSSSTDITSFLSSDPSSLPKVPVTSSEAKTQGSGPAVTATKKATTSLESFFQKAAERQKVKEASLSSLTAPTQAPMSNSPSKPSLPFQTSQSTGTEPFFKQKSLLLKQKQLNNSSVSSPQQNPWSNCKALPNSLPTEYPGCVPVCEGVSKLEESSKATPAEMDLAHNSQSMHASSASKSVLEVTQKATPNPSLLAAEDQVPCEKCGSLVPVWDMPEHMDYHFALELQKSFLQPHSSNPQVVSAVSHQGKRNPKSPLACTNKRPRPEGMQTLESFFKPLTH
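Fluorescent replication assay: 50 nM final substrate added after a 15 min room-temperature compound preincubation with 10 nM enzyme. Signal taken at 0 min and again at 10 min.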
APE1 inh = inhibitors of human APE1 endonuclease. P27695. recombinant APE1, TAMRA/BHQ-2 abasic DNA cleavage fluorescence. Potency, µM (titrated, usually from 65.8 µM), for the others: top-dose activity change, negative = inhibition, most hits filed as inhibitors. 350,000 tested, 0.35% active. AID 2517;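 further: plate controls were vehicle for no effect and reference inhibitor for full effect; nearly all actives have a fitted effect of over 55% in size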
Target sequence (P27695 whole entry, looked up): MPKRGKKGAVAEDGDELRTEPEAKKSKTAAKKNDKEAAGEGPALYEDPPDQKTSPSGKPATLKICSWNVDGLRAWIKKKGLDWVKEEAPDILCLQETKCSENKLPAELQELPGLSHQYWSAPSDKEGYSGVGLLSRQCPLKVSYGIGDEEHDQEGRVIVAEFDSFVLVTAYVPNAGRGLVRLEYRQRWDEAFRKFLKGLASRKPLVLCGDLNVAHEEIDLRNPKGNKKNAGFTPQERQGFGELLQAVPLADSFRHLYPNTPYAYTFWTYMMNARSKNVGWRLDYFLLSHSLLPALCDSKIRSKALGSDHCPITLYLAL
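Enzyme (0.75 nM final) and test compound are incubated 15 min at room temperature before adding 50 nM quenched THF abasic-site duplex. Cleavage dequenches TAMRA, followed at 525/598 nm over three reads one minute apart.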
G9a inh = inhibitors of human histone lysine methyltransferase G9a. G9a H3K9 monomethylation, AlphaScreen, 2 h. Potency, µM (titrated, usually from 102 µM), without a hit: at the highest dose activity, negative = inhibition, usual class: inhibitors. 350,000 tested, 8.8% active; further: on the % scale 0 is the no-effect control and ±100 the full control effect; nearly all actives have a fitted effect of over 75% in size
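Compounds were preincubated with 20 nM G9a for 15 min, after which biotinylated H3K9 peptide (500 nM) and SAM (20 uM) started a 2 h room-temperature reaction. Monomethylated product was quantified by antibody-based AlphaScreen chemiluminescence.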
POLK inh = DNA polymerase kappa (human) inhibition. AID 588579. 400,000 tested, 0.53% active. Q9UBT6. Potency, µM (highest dose often 107 µM), for the others: top-dose activity, negative = inhibition, hits mostly inhibitors. purified Pol kappa, fluorescent DNA synthesis assay, 10 min; further: on the % scale 0 is the no-effect control and ±100 the full control effect
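Readout: fluorescence, taken kinetically at 0 and 10 min. Conditions: 10 nM Pol kappa, 15 min RT compound preincubation, 50 nM substrate final. Controls: enzyme-free buffer wells.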
BAZ2B inh = inhibitors of human BAZ2B bromodomain; AID 504333; Potency, µM (series often up to 114 µM), inactives show at the top dose activity change, negative = inhibition, usual class: inhibitors; Q9UIF8; 360,000 tested, 4.4% active; AlphaScreen BAZ2B-H3K14Ac peptide displacement; further: on the % scale 0 is the no-effect control and ±100 the full control effect; nearly all actives have a fitted effect of over 60% in size
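AlphaScreen displacement of biotin-H3(5-23)K14Ac peptide (50 nM final) from BAZ2B (50 nM final) in PBS pH 7.4, 0.01% Tween-20; complex preformed 30 min RT, then compounds (top 110 uM) 30 min RT, beads 20 min dark.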
An asterisk follows results filed as active; ? = inconclusive; nt = no result given; [ ] = dose if it differs, or a comment. The call rests on the fitted dose curve; in most records, active means well fitted curve in the direction sought with a large enough effect; inconclusive means small, poorly fitted or top-dose-only effect, or another doubt; inactive means no such curve, though single readings can be large; an effect the other way counts as inactive or inconclusive. Potency means the concentration at half of the fitted maximal effect. Only part of the results is shown; the hit share may differ from the screen's.

SMILES	Pol beta inh	JMJD2A Tudor	BLM helicase inh	Pol iota inh	POLH inh	APE1 inh	G9a inh	POLK inh	BAZ2B inh
CNC(=O)c1ccsc1NC(=O)c1ccc(S(=O)(=O)N2CCc3ccccc32)cc1	-1%	-26%	-6%	17%	-20%	-6%	?	-10%	-33%
CCCCn1c(CCNC(=O)c2ccc(F)cc2)nc2ccccc21	6%	-9%	-2%	-22%	-13%	nt	1%[59 µM]	-7%	5%
COc1ccc(CN2C(=O)C(=O)N(CC(N)=O)C2=O)cc1	2%	-11%	-2%	60%[activator]	-16%	1%	7%[12.7 µM]	-4%	?
Cc1cc(-c2ccccc2)nc(N/N=C/c2cccnc2)n1	-13%	-20%	-2%	89%[activator]	-3%	-4%	-2%	-12%	-6%
CCN(C(=O)CSc1nnc(-c2c[nH]c3ccccc23)o1)C1CCS(=O)(=O)C1 (stereo unspecified)	-16%	-15%	-4%	25%	-12%	2%	0%[59 µM]	6%	-5%
COc1cccc(CN(C(=O)c2ccccc2Br)C2CCS(=O)(=O)C2)c1 (stereo unspecified)	5%	-1%	-7%	15%	-5%	37%	49%	16%	-20%
O=C1C(C2=NC(c3ccccn3)C3C(=O)N(c4ccc(OC(F)(F)F)cc4)C(=O)C23)=C(O)c2ccccc21 (stereo unspecified)	1%	-4%	0%	136%[activator]	7%	-1%	11%	-7%	-8%
OCc1cc(Br)ccc1OCc1nc2ccccc2s1	14%	-1%	2%	86%[activator]	-20%	-12%	4%	-1%	0%
COC(=O)c1sc(S(=O)(=O)NCCCN(C)C)c(C(=O)OC)c1C	0%	-8%	1%	140%[activator]	-21%	-4%	-44%	-2%	nt
Cc1ccc2c(c1)/C(=C/c1ccccc1C)C(=O)N2	40%	?	-5%	-16%	-19%	-8%	-13%	4%	-26%
CC(C)c1ccc(NC(=O)C(c2ccccc2)N(Cc2ccco2)C(=O)CC2NC(=O)NC2=O)cc1 (stereo unspecified)	?	-34%	-16%	46%[activator]	-17%	-3%	14µM*	-4%	?
CN(C)S(=O)(=O)c1cccc(NC(=O)CN2C(=O)NC(Cc3c[nH]c4ccccc34)C2=O)c1 (stereo unspecified)	35%	-16%	1%	-19%	-7%	11%	nt	-6%	?
Cc1ccccc1OCCC(=O)N1CCN(S(=O)(=O)c2ccc(F)cc2)CC1	2%	-1%	0%	6%	-12%	24%	50%	-10%	-12%
Cc1oc(S(=O)(=O)N(C)C)cc1C(=O)Nc1ccc(F)cc1	-11%	3%	-3%	37%[activator]	14%	4%	-2%	-2%	4%
C/C=C1\COC(C(=O)NCCN2CCOCC2)(C(F)(F)F)C=C1C=C1CCCCC1 (stereo unspecified)	nt	-24%	-1%	-12%	nt	14%	nt	-2%	nt
CCn1c(=O)c2cc(C(=O)N(C)c3cc(C)ccc3OC)sc2c2ccccc21	19%	-27%	-3%	?	?	-1%	-37%	-3%	-33%
COc1ccc(CCC(C)NCc2ccc(C(F)(F)F)cc2)cc1 (stereo unspecified)	5%	-1%	1%	1%	-17%	-7%	nt	-1%	1%
CCOC(=O)c1ccc(NC(=O)c2cnn(-c3ccc(C)cc3C)c2C2CCN(C(=O)OC(C)(C)C)CC2)cc1	4%	-23%	-12%	14%	-20%	nt	-27%[59 µM]	2%	0%[57.1 µM]
Cc1cc(C)c(S(=O)(=O)Nc2ccc3oc(C)c(C(=O)OC(C)C)c3c2)cc1C	-27%	-22%	-15%	-9%	-19%	nt	-6%[59 µM]	-2%	-15%
CCCNc1c(NC(=O)COc2ccc(Cl)cc2)c(=O)oc2ccccc12	-11%	-12%	-10%	42%[activator]	-4%	-2%	-3%	-4%	-16%
CC(C)CCNC(=O)CCSCCC(=O)NCCC(C)C	6%	-6%	-4%	34%	-18%	-1%	1%[59 µM]	-5%	0%
COc1ccc(OC)c(NC(=O)CCN2CCC(C)CC2)c1	-1%	-24%	0%	20%	2%	0%	-7%[59 µM]	-5%	3%
Cc1cccc(C)c1NC(=S)N(Cc1cccnc1)Cc1ccccc1Cl	8%	-23%	-6%	26%	-26%	12%	4%	-7%	nt
COc1cccc(NC(=O)CSc2nnc(-c3cccs3)o2)c1	6%	-21%	-3%	14%	-5%	nt	3%[59 µM]	-5%	4%
CCn1c(SCc2cc(=O)n3ccsc3n2)nc2ccccc21	?	-2%	-5%	11%	?	6%	20%[59 µM]	-3%	-13%
O=C(CCNC(=O)c1ccc(Br)cc1)Nc1ccccc1N1CCCC1	nt	-22%	nt	5%	-18%	5%	12%[2.33 µM]	-12%	-20%
CCOC(=O)N1CCN(C(=O)Cn2nc(C)n3nc(-c4ccc(OC)cc4)cc3c2=O)CC1	92%	-3%	1%	16%	-7%	15%	36%	11%	-1%
CC(C)c1nnc(NC(=O)COc2ccc3c(c2)OCO3)s1	-9%	-18%	-2%	42%[activator]	-19%	32%	-19%	0%	-16%
CCOC(=O)N1CCN(Cc2ccc(OCC(O)CN3CCCCC3)cc2)CC1 (stereo unspecified)	14%	-6%	1%	25%	-19%	8%	4%	-2%	-2%
COc1ccc(CNC(=O)CN(Cc2ccccc2)S(=O)(=O)c2ccc(Cl)cc2)cc1	?	-9%	-8%	-3%[58.9 µM]	-13%	-10%	15%[59 µM]	-9%	0%
COc1ccccc1CNC(=O)c1ccc(NC2=NC3CS(=O)(=O)CC3S2)cc1 (stereo unspecified)	-6%	-15%	0%	5%	-9%	55%[activator]	61%[activator]	3%	-1%
CSc1ccccc1C(=O)Nc1cccc(C(C)O)c1 (stereo unspecified)	10%	4%	-5%	20%	0%	-11%	2%[12.7 µM]	7%	19%
COc1cc(CCCN2C(N)=NC[C@@H]2Cc2ccc(O)cc2)cc(OC)c1OC	12%	-31%	-8%	4%	-16%	6%	7%[12.7 µM]	-24%	3%
CCOC(=O)C(=O)N=Nc1c(O)n(C)c2ccccc12	51%	-10%	4%	36%	-15%	5%	nt	-12%	-7%
COc1ccc(-c2nnn(CC(=O)c3ccccc3)n2)cc1OC	?	2%	-3%	-16%	-4%	-4%	-9%	-3%	-4%
Cc1cc(C2=NNC(=NCCc3ccccc3)SC2)c(C)n1-c1c(C)n(C)n(-c2ccccc2)c1=O	?	-10%	-12%	?	-12%	-1%	-11%[59 µM]	10%	-9%
CCCNC(=O)COC(=O)/C(C#N)=C/c1cc(C)n(CCC)c1C	-35%	-21%	-10%	24%	-4%	2%	11%	1%	-21%
COc1ccc(C(=O)c2c[nH]c(C(=O)NCC3CCCO3)c2)cc1 (stereo unspecified)	0%	-6%	2%	0%	-2%	2%	-31%	3%	4%
CCOCCCNC(=O)Cc1ccc(F)cc1	20%	nt	6%	nt	nt	23%	18%	nt	5%
CSCC[C@H](N)C(=O)N1CCC(C(=O)N[C@H](C)C(=O)Nc2ccc(C(C)C)cc2)CC1	30%	-6%	-2%	-6%	-11%	-3%	11%[2.33 µM]	2%	-14%
CCOC(=O)CN1C(=O)C(=O)N(Cc2c(C)cc(C)cc2C)C1=O	33%	9%	0%	-10%	-16%	0%	7%[0.501 µM]	1%	1%
O=C(c1ccc(Cl)c([N+](=O)[O-])c1)N(Cc1ccco1)C1CCS(=O)(=O)C1 (stereo unspecified)	21%	-19%	0%	-1%	7%	?	nt	-6%	-6%
CCOC(CNC(=O)c1ccc2nc(N3CCC(C)CC3)sc2c1)OCC	20%	4%	-1%	22%	-20%	-1%	8%[59 µM]	-2%	6%
O=C(O)c1ccccc1-c1ccccc1C(=O)Nc1ccc(-c2nc3cc(Cl)ccc3o2)cc1	?	-15%	-6%	?	?	-2%	4%[59 µM]	-20%	-22%
Cc1cccc(NC(=O)CN2CCN(C(=O)c3ccc(OCc4cn5ccccc5n4)cc3)CC2)c1C	nt	-17%	nt	?	-9%	-8%	-1%[59 µM]	-39%	4%

Structures shown so far with an aryl methoxy group (twelve):
SMILES	Pol beta inh	JMJD2A Tudor	BLM helicase inh	Pol iota inh	POLH inh	APE1 inh	G9a inh	POLK inh	BAZ2B inh
COc1ccc(CN2C(=O)C(=O)N(CC(N)=O)C2=O)cc1	2%	-11%	-2%	60%[activator]	-16%	1%	7%[12.7 µM]	-4%	?
COc1cccc(CN(C(=O)c2ccccc2Br)C2CCS(=O)(=O)C2)c1 (stereo unspecified)	5%	-1%	-7%	15%	-5%	37%	49%	16%	-20%
CCn1c(=O)c2cc(C(=O)N(C)c3cc(C)ccc3OC)sc2c2ccccc21	19%	-27%	-3%	?	?	-1%	-37%	-3%	-33%
COc1ccc(CCC(C)NCc2ccc(C(F)(F)F)cc2)cc1 (stereo unspecified)	5%	-1%	1%	1%	-17%	-7%	nt	-1%	1%
COc1ccc(OC)c(NC(=O)CCN2CCC(C)CC2)c1	-1%	-24%	0%	20%	2%	0%	-7%[59 µM]	-5%	3%
COc1cccc(NC(=O)CSc2nnc(-c3cccs3)o2)c1	6%	-21%	-3%	14%	-5%	nt	3%[59 µM]	-5%	4%
CCOC(=O)N1CCN(C(=O)Cn2nc(C)n3nc(-c4ccc(OC)cc4)cc3c2=O)CC1	92%	-3%	1%	16%	-7%	15%	36%	11%	-1%
COc1ccc(CNC(=O)CN(Cc2ccccc2)S(=O)(=O)c2ccc(Cl)cc2)cc1	?	-9%	-8%	-3%[58.9 µM]	-13%	-10%	15%[59 µM]	-9%	0%
COc1ccccc1CNC(=O)c1ccc(NC2=NC3CS(=O)(=O)CC3S2)cc1 (stereo unspecified)	-6%	-15%	0%	5%	-9%	55%[activator]	61%[activator]	3%	-1%
COc1cc(CCCN2C(N)=NC[C@@H]2Cc2ccc(O)cc2)cc(OC)c1OC	12%	-31%	-8%	4%	-16%	6%	7%[12.7 µM]	-24%	3%
COc1ccc(-c2nnn(CC(=O)c3ccccc3)n2)cc1OC	?	2%	-3%	-16%	-4%	-4%	-9%	-3%	-4%
COc1ccc(C(=O)c2c[nH]c(C(=O)NCC3CCCO3)c2)cc1 (stereo unspecified)	0%	-6%	2%	0%	-2%	2%	-31%	3%	4%
